# Screening data from PubChem.
# AmpC detergent – qHTS Inhibitors of AmpC Beta-Lactamase (assay with detergent); P00811; AmpC hydrolysis of nitrocefin, absorbance 480 nm, 0.01% Triton; 370,000 compounds, 0.041% hits; Potency, µM (titrated, usually from 114 µM), for the others: at the top dose activity change, negative = inhibition, usual class: inhibitors;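 further: potency means the concentration at half of the fitted maximal effect; 0% = no-compound wells and -100% = no-enzyme wells; nearly all actives have a fitted effect of over 25% in size; some results filed as inactive show a strong effect at the top dose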
# Target sequence (P00811 whole entry, looked up): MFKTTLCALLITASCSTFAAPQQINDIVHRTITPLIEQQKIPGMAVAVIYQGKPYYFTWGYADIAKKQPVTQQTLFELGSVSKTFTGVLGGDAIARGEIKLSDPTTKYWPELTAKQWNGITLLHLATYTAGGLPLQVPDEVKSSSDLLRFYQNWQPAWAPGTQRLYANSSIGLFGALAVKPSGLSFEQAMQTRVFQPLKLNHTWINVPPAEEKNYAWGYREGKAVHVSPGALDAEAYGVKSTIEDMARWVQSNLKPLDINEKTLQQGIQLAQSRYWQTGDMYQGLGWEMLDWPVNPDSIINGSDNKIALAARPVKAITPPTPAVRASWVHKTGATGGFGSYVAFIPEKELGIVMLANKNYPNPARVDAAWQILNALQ
#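 20 mM phosphate pH 7.0 + 0.01% (detergent screen) or 0.0001% Triton X-100; 5.3 nM AmpC reagent; cpd preinc 15 min RT; nitrocefin (800 uM stock) to start; A480 q20 s × 4 min; Activity was normalised to no-enzyme and no-compound control wells.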
# AMA1-RON2 inh – qHTS for Inhibitors of AMA1-RON; Towards Development of Antimalarial Drug Lead: Primary Screen; Plasmodium falciparum AMA1 (3D7) - RON2 peptide interaction; AlphaScreen AMA1-biotinylated RON2 peptide binding; Potency, µM (doses to about 58.2 µM), for the others: at the highest dose activity change, negative = inhibition, actives largely listed as inhibitors; 360,000 compounds, 0.2% hits; AID 720542, 2013;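 further: potency means the concentration at half of the fitted maximal effect; 0% = vehicle wells and -100% = peptide control; nearly all actives have a fitted effect of over 45% in size; some results filed as inactive show a strong effect at the top dose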
#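 AMA1 (3D7) with his tag at 25 nM final met compounds first, then biotinylated RON2 peptide at 25 nM; detection used donor plus acceptor beads, 10 µg/mL apiece, read by AlphaScreen after 30 min at room temperature.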
# Giardia FBPA inh – qHTS Assay for Inhibitors of Fructose-1,6-bisphosphate Aldolase from Giardia Lamblia; purified Giardia FBPA; Potency, µM (highest dose often 59.6 µM), without a hit: at the top dose activity, negative = inhibition, usual class: inhibitors; 290,000 compounds, 0.71% hits; further: potency means the concentration at half of the fitted maximal effect; nearly all actives have a fitted effect of over 55% in size
# Target sequence (A8B2U2 whole entry, looked up): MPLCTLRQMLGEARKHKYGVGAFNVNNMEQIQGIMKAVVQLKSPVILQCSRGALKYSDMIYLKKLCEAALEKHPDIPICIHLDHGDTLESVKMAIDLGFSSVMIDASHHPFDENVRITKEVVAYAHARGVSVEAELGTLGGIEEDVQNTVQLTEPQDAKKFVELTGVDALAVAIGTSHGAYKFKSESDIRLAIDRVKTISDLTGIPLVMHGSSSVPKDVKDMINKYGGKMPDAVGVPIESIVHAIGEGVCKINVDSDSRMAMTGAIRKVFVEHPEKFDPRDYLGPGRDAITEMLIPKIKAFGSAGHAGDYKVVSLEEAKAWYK
#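 40 nM FBPA preincubated 10 min at RT with compound (up to 57.5 uM final), then substrate plus GAPDH/TPI/NAD/arsenate coupling and diaphorase/resazurin added. Fluorescence read after 20 min at RT, 525/598 nm.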
# HCV inh – qHTS Assay for Inhibitors of Hepatitis C Virus (HCV). Huh7.5.1 HCVcc-Cre infection, luciferase reporter, 44 h. Potency, µM (series often up to 41.8 µM), without a hit: top-dose activity change, negative = inhibition, usual class: inhibitors. 340,000 compounds, 3.4% hits; further: potency means the concentration at half of the fitted maximal effect
#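 Reporter virus HCVcc-Cre (~0.5 moi) infects cells exposed to compound; seeding density 1,000 cells/well with 4 h settling beforehand. Luminescence, 15 sec read, taken 44 h post-infection following a 15 min RT substrate incubation.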
# HCMV inh – qHTS Assay for inhibitors of the human cytomegalovirus (HCMV); HFF cells, HCMV-luciferase reporter, 72 h; stronger effect = lower value; AID 1259415, 2018; 410,000 compounds, 4.5% hits; activity change, negative = inhibition, % at 57.5 µM; in the data active means activity change below about -60%; inconclusive means no clear call, values can overlap the other calls; inactive means above about -39%
#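 Two compound doses tested in HFFs infected with HCMV-luciferase, MOI 1 PFU/cell, 72 h at 37C. Lysate luminescence read with OneGlo; data normalized against buffer-only and 10uM Salinomycin inhibitor controls.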
# Sm TGR inh – qHTS Assay for the Inhibitors of Schistosoma Mansoni Peroxiredoxins; purified TGR, DTNB reduction, TNB absorbance 405 nm; Potency, µM (highest dose often 114 µM), for inactives: top-dose activity change, negative = inhibition, most hits filed as inhibitors; 360,000 compounds, 3% hits; further: potency means the concentration at half of the fitted maximal effect; nearly all actives have a fitted effect of over 60% in size
#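 First, TGR (20 nM dispensed) and NADPH were mixed with compound. Second, a 15 min room-temperature incubation followed. Third, further NADPH and then DTNB were added to start the reaction. Finally, TNB absorbance was monitored kinetically.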
# * = called active by the depositor; u = inconclusive; x = no result given; [ ] = another dose, or the depositor's remark. Unless noted, the call rests on the fitted dose curve; in most records, active means well fitted curve in the direction sought with a large enough effect; inconclusive means small, poorly fitted or top-dose-only effect, or another doubt; inactive means no such curve, though single readings can be large; an effect the other way counts as inactive or inconclusive. Unless noted, on the % scale 0 is the no-effect control and ±100 the full control effect.
# The first 2 records, to show the layout:
# Fields: AmpC detergent	AMA1-RON2 inh	Giardia FBPA inh	HCV inh	HCMV inh	Sm TGR inh
- O=C(Nc1ccc(F)cc1)NC1(C(=O)NCc2cccs2)CCCCC1
    2%	-6%	3%	12%	-10	16%
- Clc1ccc2c(N/N=C/c3ccccc3Br)ccnc2c1
    -3%	9%	-3%	u	-64*	-3%

# Results, from the first entry:
# Fields: AmpC detergent	AMA1-RON2 inh	Giardia FBPA inh	HCV inh	HCMV inh	Sm TGR inh
- O=C(Nc1ccc(F)cc1)NC1(C(=O)NCc2cccs2)CCCCC1
    2%	-6%	3%	12%	-10	16%
- Clc1ccc2c(N/N=C/c3ccccc3Br)ccnc2c1
    -3%	9%	-3%	u	-64*	-3%
- COc1ccc(C(=O)Nc2ccc(S(=O)(=O)Nc3nccc(C)n3)cc2)cc1OC
    -1%	-4%	-5%	9%	23	5%
- CC(=O)Nc1ccc(C(=O)OCC(=O)Nc2ccc([N+](=O)[O-])cc2C(F)(F)F)cc1
    -12%	1%	-2%	0%	-35	-12%
- CC(=O)c1nn(-c2cccc(Br)c2)cc1C(=O)c1ccc(Br)cc1
    -10%	11%	6%	-12%	u	0%
- COc1ccc(C(=O)C2CCCN(Cc3ccc4nonc4c3)C2)cc1OC (configuration not stated)
    2%	-1%	-1%	-15%	30	12%
- Cc1ccc(Cl)cc1N1CCN(C(=O)C2CCN(S(=O)(=O)c3cnc[nH]3)CC2)CC1
    10%	18%	1%	4%	2	1%
- Cc1cc(C)c(S(=O)(=O)N2CCN(C(=O)C(C)Cn3nc(C)nc3C)CC2)c(C)c1 (configuration not stated)
    7%	17%	1%	-7%	-12	-1%
- CS(=O)(=O)N(CC(=O)NCCSC1CCCCC1)c1cccc(F)c1
    -9%	8%	0%	29%	-6	-5%
- O=C(CN1C(=O)NC2(CCCC2)C1=O)Nc1cccc(-c2nnc3n2CCCCC3)c1
    -2%	11%	1%	18%	3	0%
- Cc1ccc(Cn2ccc(NC(=O)c3cc(-c4ccc5c(c4)OCO5)on3)n2)cc1
    4%	-2%	10%	-11%	-8	1%
- OCCC1CN(Cc2cnc(-c3cccc4ccccc34)nc2)CCN1C1CCCCC1 (configuration not stated)
    -6%	-5%	4%	-6%	-4	-7%
- Cc1c(NC(=O)CN2CCN(c3ccccc3)CC2)c(=O)n(-c2ccccc2)n1C
    -9%	3%	u	2%	-5	9%
- Cc1ccccc1NS(=O)(=O)c1ccc2[nH]cc(C(=O)NCCCN3CCOCC3)c(=O)c2c1
    -4%	-13%	-2%	6%	u	7%
- CC1=NN(c2ccccc2)C(=O)/C1=C/c1cn(C)c2ccccc12
    11%	u	0%	-11%	-12	8%
- CNc1ccc(C(=O)N2CCN(S(=O)(=O)c3ccc4c(c3)OCCCO4)CC2)cc1[N+](=O)[O-]
    u	6%	13%	u	-14	-7%
- COc1ccc(-c2csc(=Nc3ccccc3)n2CCO)cc1F
    0%	x	x	x	-8	11%
- Cc1ccc(CCN2CC(C(=O)NCCCN3CCC(C)CC3)CC2=O)cc1 (configuration not stated)
    -6%	1%	4%	11%	-9	5%
- CC(=O)NCc1ccc(S(=O)(=O)N2CCCN(C)CC2)cc1
    -12%	-3%	-6%	0%	-35	3%
- COc1ccc2c(C)c(CCC(=O)NCc3ccc(OC)c(OC)c3)c(=O)oc2c1
    17%	x	x	x	-8	4%
- CCCCn1c(N)c(N(CCOC)C(=O)c2cnccn2)c(=O)[nH]c1=O
    -7%	17%	x	4%	-10	-1%
- Cc1cccc(-c2nnc(SCc3cc(=O)[nH]c4ccccc34)n2C)c1
    -19%	19%	15%	11%	4	-3%
- O=C(Cc1cccc(C(F)(F)F)c1)Nc1cc(S(=O)(=O)N2CCOCC2)ccc1N1CCCC1
    -1%	-1%	x	-6%	-12	-28%
- CC(C)COc1ccc(C(=O)Nc2cccc(-c3nc4ccccc4[nH]3)c2)cc1
    12%	x	x	x	-2	2%
- CC(=O)Nc1ccc(-c2sc(Nc3ccccc3)n[n+]2C)cc1
    u	1%	-16%	-13%	2	1%
- CSc1nnc(C)c(=O)n1COC(=O)/C=C/c1ccc2c(c1)OCO2
    -1%	-7%	2%	-11%	3	25µM*
- Cc1cc(S(=O)(=O)C(CNC(=O)COc2ccc(Cl)cc2)c2cccs2)ccc1F (configuration not stated)
    -5%	x	x	x	-24	-10%
- COc1ccccc1CNC(=O)c1c(-c2ccccc2)nn(-c2ccccc2)c1C
    1%	-12%	3%	u	4	-5%
- CC1(C(=O)OCC(=O)Nc2ccc(Cl)cn2)CC1(Cl)Cl (configuration not stated)
    x	3%	x	2%	-20	x
- Cc1cc(C)c(S(=O)(=O)c2ccccc2C)c(Oc2ccccc2)n1
    0%	14%	1%	18%	-12	7%
- CCc1cccc(C)c1NC(=O)C1CN(S(=O)(=O)c2ccccc2)CCN1S(=O)(=O)c1ccccc1 (configuration not stated)
    u	13%	0%	u	-9	-8%
- Cc1ccc(C(=O)COC(=O)COc2ccc(C)c(C)c2)cc1
    -17%	18%	x	18%	-31	0%
- Nc1c(C(=O)OCC(=O)Nc2ccc(OC(F)F)cc2)[nH]c(=O)[nH]c1=O
    4%	-4%	x	1%	-35	2%
- CN1CCN(CCCNC(=O)c2ccc(/C=C3\Sc4ccccc4N(Cc4ccccc4F)C3=O)cc2)CC1
    13%	-12%	13%	10µM*	-63*	2%
- Cc1cccc(CN2C(=O)c3ccccc3S(=O)(=O)c3ccc(C(=O)NC4CCCCC4)cc32)c1
    -10%	x	x	x	-1	u
- COc1ccc(NC(=O)COC(=O)C2CCN(C(=O)c3ccc(Cl)cc3)CC2)c([N+](=O)[O-])c1
    x	-25%	x	5%	-19	x
- COc1ccc(-c2csc(NC(=O)C3CC(=O)N(Cc4ccccc4)C3)n2)cc1OC (configuration not stated)
    2%	-9%	x	u	12	-4%
- CCC(C(=O)O)N1C(=O)C2CCCCC2C1=O (configuration not stated)
    2%	0%	3%	7%	34	13%
- CC(=O)Nc1ccc(NC(=O)c2c(-c3ccccc3Cl)noc2C)cc1
    -9%	9%	9%	19%	0	0%
- CC(C)(O)C#Cc1ccc(CN2CCN(C3CCCCC3)C(CCO)C2)cc1 (configuration not stated)
    -4%	-7%	3%	-21%	10	-10%
- O=C(CCSc1ccccn1)Nc1ccc(Br)cc1
    -2%	-5%	-5%	33%[activator]	-21	-11%
- Cn1c2ccccc2c2c(C(=O)N3CCN(c4ccccn4)CC3)cn(C3CCCC3)c(=O)c21
    -2%	-14%	-5%	u	30	-4%
- CCOc1ccc(CCNC(=O)Cn2nnc(-c3ccccc3)n2)cc1OCC
    -1%	x	x	x	10	3%
- CN1C(=O)c2ccc(NC(=O)c3ccc(N4CCCCC4)c([N+](=O)[O-])c3)cc2C1=O
    2%	-8%	7%	9%	23	-1%
- O=C(C/C=N/OCc1c(Cl)cccc1Cl)c1ccccc1
    3%	1%	-2%	-15%	10	5%
- Cc1cc(C)cc(C(=O)Nc2nc3ccccc3[nH]2)c1
    -10%	99%[activator]	-5%	-13%	37	1%
- CCOC(=O)c1c(C)[nH]c(C(=O)OCC(=O)N(CC(C)C)c2c(N)n(Cc3ccccc3)c(=O)[nH]c2=O)c1C
    -15%	-6%	x	u	-23	8%
- C/C(=N\OC(=O)c1ccccc1F)c1nccs1
    -3%	11%	4%	10%	6	4%
- Cc1ccc(C(=O)COc2ccccc2C(=O)Nc2ccccc2)cc1
    -10%	15%	1%	16µM*	19	-6%
- COCCn1nnnc1C(c1ccccn1)N1CCN(c2cc(C)ccc2C)CC1 (configuration not stated)
    u	u	-16%	4%	-31	4%
- COc1ccc(Oc2coc3c(CN4CCOCC4)c(O)ccc3c2=O)cc1
    3%	17%	1%	2%	18	45µM*
- CC(C)(C)c1ccccc1NC(=O)c1ccc2c(c1)SC1=NS(=O)(=O)CCN12
    3%	0%	2%	11%	0	0%
- CCC(C)c1ccc(NC(=O)C/C(C)=N/NC(=O)c2cnccn2)cc1 (configuration not stated)
    -7%	1%	-17%	20%	2	-16%
- Cc1cc(SCc2ccccc2F)nc(=O)[nH]1
    -13%	1%	1%	0%	13	-3%
- O=C(Nc1ccccc1)Nc1nnc(SCc2ccc(Cl)cc2)s1
    -11%	-5%	1%	1%	-39	-5%
- CCN(c1ccccc1)S(=O)(=O)c1ccc(F)cc1C
    -7%	-5%	-1%	-12%	-21	-4%
- O=C(CSc1nc2cccnc2n1Cc1ccccc1)N1CCCC1
    -6%	-10%	-1%	u	28	3%
- O=C(CSc1nc2ccccc2c(=O)n1-c1ccccc1F)NC1CC1
    x	-6%	x	2%	-7	x
- CCc1ccccc1N(CC)C(=O)c1cc2c(s1)-c1ccccc1OC2
    -3%	x	x	x	-21	-6%
- COC(=O)c1c(NC(=O)C(=O)NCC2CCCO2)sc2c1CC(C)(C)OC2 (configuration not stated)
    3%	24%	-1%	u	4	7%

# Next section.
# Fields: AmpC detergent	AMA1-RON2 inh	Giardia FBPA inh	HCV inh	HCMV inh	Sm TGR inh
- COC(=O)c1ccc(OCC2c3cc(OC)c(OC)cc3CCN2C(=O)c2ccc(OC)cc2)cc1 (configuration not stated)
    1%	x	x	x	12	11%
- O=C(NCCCN1CCOCC1)C(=O)N/N=C/c1cccc2ccccc12
    2%	28%	2%	-5%	-15	0%
- CCSc1nnc(NC(=O)NC2CCCCC2)s1
    5%	-2%	1%	7%	-14	6%
- O=C(CNC(=O)C(c1ccccc1)c1ccccc1)OCc1ccccc1
    -3%	-1%	4%	0%	1	1%
- O=C(CC(c1ccccc1)C1CCCCC1=O)c1ccccc1 (configuration not stated)
    x	3%	x	0%	17	x
- COC(=O)[C@@H](NC(=O)Nc1ccc(C(C)=O)cc1)C(C)C
    -1%	-3%	1%	4%	11	-1%
- COc1ccc(-c2nc3c4ccccc4ccn3c2CN2CCOCC2)cc1OC
    3%	-5%	-27%	u	0	5%
- COc1cc(/C=N/NC2=NCCCCC2)ccc1O
    -1%	0%	-19%	15%	-26	0%
- N#CC(C#N)=Cc1ccc(-c2ccccc2F)o1
    -10%	8%	4%	11%	-24	4µM*
- CC(=O)c1cc(-c2ccc(F)cc2)n(CC(=O)NC(C)c2ccccc2)c1C (configuration not stated)
    5%	x	x	x	0	u

# One compound at a time, from the list above. Values in the order: AmpC detergent	AMA1-RON2 inh	Giardia FBPA inh	HCV inh	HCMV inh	Sm TGR inh
# `O=C(NCCCN1CCOCC1)C(=O)N/N=C/c1cccc2ccccc12` in the list: 2%	28%	2%	-5%	-15	0%
# `COc1cc(/C=N/NC2=NCCCCC2)ccc1O` in the list: -1%	0%	-19%	15%	-26	0%
